E-sel TNF inh – E-selectin induction blockers in HUVEC – imaging, immunofluorescence, high content, primary screen. HUVEC TNFa-induced E-selectin immunofluorescence. inhibition, % at 2 µM. 120,000 tested, 0.71% active;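 active = inhibition above the batch mean plus 3 SD, and confirmed as a hit on visual image review, cut at about 43% in these data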;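 note: 0% = TNF-stimulated DMSO wells and 100% = unstimulated control wells; not every result past the cut was called active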
* marks the source's active call; other numbers are inactive results. Not all compounds are listed; rates above refer to the full screens.

E-sel TNF inh | SMILES
-1 | CCOC(=O)c1oc2ccc(S(=O)(=O)n3nc(-c4cc(OC)c(OC)c(OC)c4)cc3N)cc2c1C
21 | Cc1ncsc1CCOC(=O)c1ccc(N2CCOCC2)c([N+](=O)[O-])c1
-79 | CN(CCC#N)C(=O)COC(=O)c1ccc2[nH]c3c(c2c1)CCCC3
-31 | Cc1cc(C(=O)OCC(=O)NCc2cccs2)c2ccccc2n1
9 | COc1ccc(NC(=O)c2cncc(Br)c2)cc1S(N)(=O)=O
69* | COc1cccc(/C=C/C(=O)OCC(=O)Nc2ccc(Cl)c(S(=O)(=O)N(C)C)c2)c1
1 | O=C(O)CNC(=S)N(Cc1ccccc1Cl)C1CCCCC1
0 | CC(=O)N1CCCC(C(=O)c2ccc3c4c(cccc24)CC3)C1 (stereo not given)
-11 | O=C(O)CS/C(=C\c1ccc(F)cc1)c1nc2ccccc2s1
-12 | CCn1c(CC(=O)Nc2ccc(C)cc2)n[nH]c1=S

In a second layout: 4 of the compounds above
| canonical_smiles | E-sel TNF inh |
| --- | --- |
| O=C(O)CNC(=S)N(Cc1ccccc1Cl)C1CCCCC1 | 1 |
| CC(=O)N1CCCC(C(=O)c2ccc3c4c(cccc24)CC3)C1 (stereo not given) | 0 |
| O=C(O)CS/C(=C\c1ccc(F)cc1)c1nc2ccccc2s1 | -11 |
| CCn1c(CC(=O)Nc2ccc(C)cc2)n[nH]c1=S | -12 |

Remaining list, next part:
E-sel TNF inh | SMILES
4 | Cn1c(Cc2ccc3c(c2)OCO3)nnc1SCC(=O)NC(C)(C)C
-24 | Cc1sc2ncnc(OCc3nnc(-c4cccs4)o3)c2c1C
17 | COc1cccc(N=C(N)N)c1
-6 | COCC(=O)OCC(=O)Nc1cc([N+](=O)[O-])ccc1Cl
-9 | O=C(CSc1nnc(Cc2ccccc2)o1)Nc1ccccc1
9 | O=c1c2ccccc2cnn1-c1nc2ccccc2[nH]1
34 | COc1ccc(NC(=O)CN2C(=O)N(C)Cc3ccccc32)c(C)c1
12 | CC(=O)c1ccc(N2CCN(C(=O)Nc3ccc(C(C)C)cc3)CC2)cc1
-4 | Cc1ccc(C(=O)NC(=S)Nc2ccc(N3CCOCC3)cc2)c(C)c1
8 | O=S(=O)(Cc1ccccc1)NCC1CCCN(Cc2cccc3nonc23)C1 (stereo not given)
9 | O=C(Nc1ccccc1C(=O)NCc1ccco1)Nc1cccc2ccccc12
0 | Cc1cc(C)n(CCN(C)C(=O)CCc2nnc(CCC3CCCCC3)o2)n1
-39 | COc1ccc(OC)c(-c2csc(CCn3nc(C)cc3C)n2)c1
9 | COc1ccc(-c2ccc(SCc3ccccn3)nn2)cc1OC
9 | COc1ccc(CC(=O)Nc2cccc(SC)c2)cc1OC
5 | O=C(NCCO)C(O)C(O)C(=O)NCCO (stereo not given)
-30 | O=C(CCC1CCCC1)Nc1ccc(C(=O)NCc2cccnc2)cc1
7 | CCN(CC)CCN(Cc1cc2cccc(C)c2[nH]c1=O)C(=S)Nc1ccccc1
-11 | Cc1cc(NC(=O)COC(=O)CNS(=O)(=O)c2ccc(C)c(C)c2)no1
4 | O=C(NC1CCCCC1)C(c1ccncc1)N(C(=O)Cc1cccs1)c1ccccc1 (stereo not given)
8 | O=C(N[C@@H](Cc1c[nH]c2ccccc12)C(=O)O)c1ccccc1Cl
-8 | N#Cc1ccc(C(=O)OCC(=O)Nc2ccc(N3CCOCC3)cc2)cc1
-8 | COc1ccc(NC(=O)Nc2ccc(F)c(Cl)c2)cc1
-22 | CS(=O)(=O)ON=C1CCN(S(=O)(=O)c2ccccc2)CC1
-16 | Cc1nn(-c2ccccc2)c2nc(-c3cccs3)cc(C(=O)NN)c12
-30 | C/C(=N\NC(=O)CNc1cccc(Cl)c1C)c1cccs1
-16 | O=C(CSc1nc2ccc([N+](=O)[O-])cc2s1)NC1CCS(=O)(=O)C1 (stereo not given)
-8 | COc1ccc(/C=C(\NC(=O)c2ccc([N+](=O)[O-])cc2)C(=O)N2CCOCC2)cc1
-15 | COC(=O)C1C(=O)C2=C(CC1C)NC(=O)CC2c1ccc(F)cc1 (stereo not given)
-4 | CCOC(=O)Cc1nc2ccccc2n(CC#N)c1=O
11 | CCN(CC)C(=O)C[n+]1ccc(C(N)=O)cc1
-12 | CC1CCCC(NCC(=O)Nc2ccc(C(N)=O)cc2)C1C (stereo not given)
80* | Cc1cc([N+](=O)[O-])nn1CC(=O)Nc1sc2c(c1C(N)=O)CCCC2
-35 | CCC(=O)NC(=S)Nc1ccc(NC(=O)COc2ccc([N+](=O)[O-])cc2)cc1
-10 | COc1ccccc1CCC(=O)Nc1ccc(C)cc1Cl
-40 | Cc1nn2c(=S)[nH]nc2[nH]c1=O
-17 | O=C(Oc1ccccc1)c1cc2ccccc2oc1=O
1 | CCN(CC)C(=O)Cn1cc(S(=O)(=O)CC(=O)NCCc2ccc(OC)c(OC)c2)c2ccccc21
28 | COc1ccc(CCC(=O)N(C)CC(=O)Nc2ccc(N3CCOCC3)cc2)cc1
-53 | C=C(C)CNC(=S)Nc1cccc(S(=O)(=O)NC2=NCCC2)c1
5 | O=C(O)c1ccc(N=NNc2cccc([N+](=O)[O-])c2)cc1
8 | CN(C)c1ccc(S(=O)(=O)N(C)C)cc1[N+](=O)[O-]
17 | O=C(Nc1ccc2oc(=O)ccc2c1)c1cc([N+](=O)[O-])ccc1N1CCOCC1
-11 | O=C(/C=C/c1ccc(F)cc1)NCCNC(=O)/C=C/c1ccc(F)cc1
-6 | Cn1c(-c2ccccc2)c(/C=N/NC(=O)c2cccnc2)c2ccccc21
7 | COc1ccc(N2CCN(c3ccc(N4C(=O)CC(C)C4=O)cc3[N+](=O)[O-])CC2)cc1 (stereo not given)
-22 | CCOc1cc(/C=C2/N=C(C)C(C(=O)OC)=C2O)ccc1O
-11 | O=C(/C=C/c1ccc(OCc2cccc(Cl)c2)cc1)N1CCOCC1
6 | CCN1CCN(CCOc2cccc(Oc3ccccc3)c2)CC1
-2 | CC(C)CC(=O)NC(NC(=S)Nc1ccccc1)C(Cl)(Cl)Cl (stereo not given)

The closing 6 compounds of the section before lead into the next.
E-sel TNF inh | SMILES
-6 | Cn1c(-c2ccccc2)c(/C=N/NC(=O)c2cccnc2)c2ccccc21
7 | COc1ccc(N2CCN(c3ccc(N4C(=O)CC(C)C4=O)cc3[N+](=O)[O-])CC2)cc1 (stereo not given)
-22 | CCOc1cc(/C=C2/N=C(C)C(C(=O)OC)=C2O)ccc1O
-11 | O=C(/C=C/c1ccc(OCc2cccc(Cl)c2)cc1)N1CCOCC1
6 | CCN1CCN(CCOc2cccc(Oc3ccccc3)c2)CC1
-2 | CC(C)CC(=O)NC(NC(=S)Nc1ccccc1)C(Cl)(Cl)Cl (stereo not given)
10 | Cc1nc(C(F)(F)F)c(C(=O)N/N=C(\N)c2ccccn2)s1
-21 | COc1cccc(CN2CCNC(=O)C2CC(=O)NCCOc2cccnc2)c1OC (stereo not given)
15 | Cc1ccc(-c2cn3c(n2)SCC3)cc1
53 | CC1CCCC(C)N1NC(=O)c1cccc(S(=O)(=O)N2CCc3ccccc32)c1 (stereo not given)
12 | COc1cccc(-c2noc(CCCC(=O)Nc3ccc(C(N)=O)cc3)n2)c1
-21 | CCOC(=O)n1c(=O)n(Cc2ccc(F)cc2)c2ccccc21
-15 | Cc1cc(N2CCN(S(=O)(=O)c3ccc(Br)cc3)CC2)n2ncnc2n1
8 | Nc1ccc(CN2CCOCC2)cc1
-14 | CNC(=S)N(Cc1ccco1)Cc1cc2cc(OC)ccc2[nH]c1=O
-39 | Cc1ccc(S(=O)(=O)N2CCC(c3nc4c(nnn4Cc4ccccc4)c(=O)[nH]3)CC2)cc1
7 | N#Cc1cccc(C#N)c1N1CCC(C#N)CC1
-13 | COc1cc(NC(=O)CSc2nc(C)c(C)c(C)n2)cc(OC)c1
-21 | CC(C)(C)NCCOCCOc1ccc(Cl)cc1C(C)(C)C
-12 | COc1cc(CC(=O)OCC(=O)NC2CCCCC2)cc(OC)c1OC
-1 | Cc1c(C(=O)OCC(=O)Nc2c(C)n(C)n(-c3ccccc3)c2=O)oc2ccccc12
18 | O=C(Nc1ccc(F)cc1)C1CCN(S(=O)(=O)c2cccs2)CC1
-4 | S=c1nc(SCc2ccccc2)[nH]c2ccccc12
-7 | Cc1nn(CCOc2cccc(Br)c2)c(C)c1[N+](=O)[O-]
4 | CC(=O)Nc1ccc(S(=O)(=O)C(C#N)c2nc3ccccc3nc2NCCN2CCOCC2)cc1 (stereo not given)
6 | Cc1ccc(-c2nc3c(c(=O)[nH]c(=O)n3Cc3ccccc3)n2Cc2ccccc2)o1
5 | COc1ccc(CNC(=O)CC2Sc3ccccc3NC2=O)cc1 (stereo not given)
9 | CC1CN(C(=O)c2ccccc2Nc2ccc(SC(F)F)cc2)CC(C)O1 (stereo not given)
-25 | CC1(C)CN(c2cccc(C#N)c2)C1=O
-6 | COc1cccc(C2c3[nH]c4ccccc4c3CCN2Cc2cccn2-c2ncccn2)c1 (stereo not given)
-27 | COc1ccc(CCNC(=O)C(=O)NCc2ccc(Cl)cc2)cc1OC
50 | O=C(O)CSc1ncnc2sc(-c3ccccc3)cc12
1 | Cc1nc2cc(NS(=O)(=O)c3cccc(F)c3)ccc2s1
2 | Cc1oc(CC(C)C)cc1C(N)=O
-33 | CCOc1ccc(Br)cc1S(=O)(=O)N1CCC(C(N)=O)CC1
-11 | CCC(C)(C)NC(=O)C(c1cccc(OC)c1OC)N(CCC(C)C)C(=O)CCC(=O)Nc1cc(C)on1 (stereo not given)
-39 | CCCCCN(C(=O)CCCSc1nncs1)c1c(N)n(CCCC)c(=O)[nH]c1=O
16 | COc1cccc(NC(=O)C(c2ccccc2)N2CCCC2)c1 (stereo not given)
15 | CC(=Nc1cc(C(=O)c2ccccc2)ccc1N)C1=C(O)CC(C)(C)CC1=O
8 | CC1CCc2c(sc3ncnc(NCc4cccnc4)c23)C1 (stereo not given)
-41 | Cc1[nH]c2ccc(F)cc2c1CCN(Cc1cccnc1)C(=S)Nc1ccccc1
-17 | O=C(CCN1C(=O)/C(=C/c2ccc(F)cc2)SC1=S)NNC(=O)c1ccncc1
-21 | O=C1CC(c2ccccc2)CC(=NCCO)/C1=C(\O)CCCN1C(=O)c2ccccc2C1=O (stereo not given)
25 | Cc1sc2ncnc(SCC(=O)N(C)C3CCS(=O)(=O)C3)c2c1C (stereo not given)
-1 | Cc1nnc2n(c1=O)C(CS(=O)(=O)c1ccc3ccccc3c1)CS2 (stereo not given)
-24 | O=C(CCc1nnc(CCCCc2ccccc2)o1)NCc1cccc(F)c1

Next section (four carried over from the part before).
E-sel TNF inh | SMILES
-21 | O=C1CC(c2ccccc2)CC(=NCCO)/C1=C(\O)CCCN1C(=O)c2ccccc2C1=O (stereo not given)
25 | Cc1sc2ncnc(SCC(=O)N(C)C3CCS(=O)(=O)C3)c2c1C (stereo not given)
-1 | Cc1nnc2n(c1=O)C(CS(=O)(=O)c1ccc3ccccc3c1)CS2 (stereo not given)
-24 | O=C(CCc1nnc(CCCCc2ccccc2)o1)NCc1cccc(F)c1
-6 | NNC(=O)c1cc(O)c(O)c(O)c1
0 | O=C(O)c1ccc2c(c1)N(Cc1ccc(F)cc1)C(=O)c1ccccc1S2
7 | CCCCNC(=O)c1nn2cc(Br)cnc2c1Br
-6 | COCCCNC(=O)c1sc2ncn(CC(=O)Nc3ccc(C)c(Cl)c3)c(=O)c2c1C
-17 | COC(CNC(=O)c1ccc2c(c1)ncn2-c1ccc(F)cc1F)OC
36 | CCOC(=O)CSc1nc(=O)n2ccc(C)cc2n1
25 | Cc1noc(C)c1C(=O)OCC(=O)C12CC3CC(CC(C3)C1)C2
-19 | O=C(O)CCCC(=O)Nc1ccc(N=Nc2ccccc2)cc1
10 | C#CC[N+]1(CC#Cc2ccccc2)CCCCC1
-23 | O=C(O)C1CCCCC1C(=O)Nc1nc(-c2ccc(Cl)s2)cs1 (stereo not given)

Given bar-delimited: part of the list above.
SMILES | E-sel TNF inh
O=C(O)c1ccc2c(c1)N(Cc1ccc(F)cc1)C(=O)c1ccccc1S2 | 0
CCCCNC(=O)c1nn2cc(Br)cnc2c1Br | 7
COCCCNC(=O)c1sc2ncn(CC(=O)Nc3ccc(C)c(Cl)c3)c(=O)c2c1C | -6
COC(CNC(=O)c1ccc2c(c1)ncn2-c1ccc(F)cc1F)OC | -17

(cont.)
E-sel TNF inh | SMILES
-10 | Cc1cccc(NS(=O)(=O)c2c(C)noc2C)c1
21 | Cc1ccc([N+](=O)[O-])cc1NC(=O)c1cccs1
16 | Cc1cc(O)cc(=O)n1C
20 | CC(O)CNC(=S)Nc1ccccc1 (stereo not given)
1 | CCNc1nc(SC(C)C(=O)Nc2ccccc2)nc(N(C)C)n1 (stereo not given)
-8 | CSc1nc(Cc2ccccc2)nc2ccccc12
-4 | Cc1cc(C(=O)COC(=O)c2ccc([N+](=O)[O-])o2)c(C)n1CC1CCCO1 (stereo not given)
11 | Cc1cc(CN(C)C(=O)CC2C(=O)NCCN2CC(c2ccccc2)c2ccccc2)on1 (stereo not given)
-10 | COC(=O)CN(C#N)c1nc(N(C)C)nc(N(C)C)n1
-19 | CCn1c2ccccc2c2cc(NC(=O)CSc3nccc(=O)[nH]3)ccc21
0 | COc1ccc(-c2cc(C(F)F)n3ncc(C(=O)Nc4ccc(C(=O)N5CCOCC5)cc4)c3n2)cc1
-7 | CC1CN(C(=O)c2cc3cc([N+](=O)[O-])ccc3oc2=O)CC(C)O1 (stereo not given)
-30 | Cc1ccc(S(=O)(=O)c2ccc(-n3nc(C)cc3N)cc2)cc1
7 | O=C(CCCn1c(=O)c2ccccc2n(Cc2cccc(F)c2)c1=O)NC1CCN(Cc2ccccc2)CC1
-15 | O=C(O)c1ccccc1/C=N/Nc1nc(N2CCCCC2)nc(N2CCCCC2)n1
4 | Clc1ccc(CN2C3=NCCCN3c3ccccc32)cc1Cl
-3 | CCC(CC)NC(=O)CCCSc1nc2ccccc2[nH]1
6 | Cc1cc(C)cc(NC(=S)N(Cc2cccc(Br)c2)CC2CCC(C(=O)O)CC2)c1 (stereo not given)
-7 | COc1ccc(/C(O)=C2/C(=O)C(=O)N(c3ncccn3)C2c2ccc(C(C)(C)C)cc2)cc1 (stereo not given)
-27 | O=S(=O)(N/N=C/c1ccc(N2CCOCC2)cc1)c1ccccc1
-21 | CCN(CCn1cccn1)C(=O)CC1C(=O)NCCN1Cc1cccc(OC)c1OC (stereo not given)
-24 | CC(C)OC(=O)c1ccccc1C(=O)c1ccc(N)c([N+](=O)[O-])c1

Bioassay records deposited in PubChem by Columbia University Molecular Screening Center.
